Myeloid diff 2 = induction of myeloid progenitor differentiation, primary screen, cell-based, flow cytometry, MLPCN library; calls only at 10 µM; AID 624256, 2012; ER-HoxA9 myeloid progenitors, lysozyme-GFP differentiation; hit rate 1% among 360,000;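 active means normalized GFP-positive differentiation at or above the plate's own cutoff, the solvent-only control mean plus 3 SD; inconclusive means no clear call, values can overlap the other calls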;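 further: cells exposed to compound for four days before flow analysis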
T cell HTS = modulators of CD8 T cell-vesicle binding, primary screen, mouse 2C CD8+ T cells, flow cytometry. 2C CD8+ T cell-vesicle binding; hits give low values. calls only at 7 µM. hit rate 0.068% among 330,000;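 active means response, share of CD8 T cells binding vesicles, and their 90th percentile fluorescence all below set limits, cut at about 80% in these data, passing the limit was not always enough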
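Read-out – percent CD8+ FL2 mean versus row control · System – murine 2C transgenic CD8+ T lymphocytes · Times – 1.5 h cell–vesicle binding at 37 °C, then 20 min icy labelling · Control set – naked vesicles low, QL9 vesicles with vehicle high · Detection – cytometric PE anti-B7-1 and Alexa647 anti-CD8 signals after 1% paraformaldehyde fixation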
T cell HTS vesicle-bound % = second read-out of T cell HTS, no call of its own (marks repeat the call); double positive events, %; measured here: CD8+ vesicle-bound cell fraction;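 binding gate set so that unloaded-vesicle control wells show 10% double positive cells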
Myeloid diff 2 GFP+ MAC1+ % = second read-out of Myeloid diff 2, no call of its own (marks repeat the call); GFP+ MAC1+ double positive, %; measured here: differentiation confirmed by MAC1 staining
The depositor's hits bear a star; i = inactive; ? = inconclusive; · = not tested or not shown; + = active, no number. These rows are one share of the data, so the mix of outcomes need not match the whole.

structure	Myeloid diff 2	Myeloid diff 2 GFP+ MAC1+ %	T cell HTS	T cell HTS vesicle-bound %
C#CCOCCOCCOCCNc1nc(N2CCN(C(=O)C([C@@H](C)O)n3cc([C@@H](N)CCCCN)nn3)CC2)nc(N2CCN(C(=O)[C@H](CC(N)=O)n3cc(C(N)[C@@H](C)CC)nn3)CC2)n1 (some centres undefined)	i	0.3	i	9
CCN(C(=O)CSc1nc2ccc(Cl)cc2[nH]1)C1CCS(=O)(=O)C1 (centres undefined)	i	0.4	i	32
O=C(CCc1ccc(S(=O)(=O)N2CCOCC2)cc1)Nc1ccc(F)c(F)c1F	i	0.9	i	21
O=C(NCCCN1CCOCC1)c1cc(-c2ccc(F)cc2)nc2ccccc12	i	0.5	i	36
Cc1ccc(S(=O)(=O)N2CCN(Cc3cc(=O)n4ccccc4n3)CC2)c(C)c1	i	1.0	i	22
NC(=O)C1CCN(c2nc(-c3ccccc3N)cs2)CC1	i	1.8	i	6
Cc1ccc(C)c(OCCC(=O)OCC(=O)NC(=O)NC2CCCCC2)c1	i	0.7	i	36
CCOc1ccc(NC(=O)COC(=O)Cn2cnc3ccccc32)cc1	i	0.6	i	41

Only Myeloid diff 2 and T cell HTS vesicle-bound %, for 6 of the compounds above:
SMILES	Myeloid diff 2	T cell HTS vesicle-bound %
CCN(C(=O)CSc1nc2ccc(Cl)cc2[nH]1)C1CCS(=O)(=O)C1 (centres undefined)	i	32
O=C(CCc1ccc(S(=O)(=O)N2CCOCC2)cc1)Nc1ccc(F)c(F)c1F	i	21
O=C(NCCCN1CCOCC1)c1cc(-c2ccc(F)cc2)nc2ccccc12	i	36
Cc1ccc(S(=O)(=O)N2CCN(Cc3cc(=O)n4ccccc4n3)CC2)c(C)c1	i	22
NC(=O)C1CCN(c2nc(-c3ccccc3N)cs2)CC1	i	6
Cc1ccc(C)c(OCCC(=O)OCC(=O)NC(=O)NC2CCCCC2)c1	i	36

More entries follow.
structure	Myeloid diff 2	Myeloid diff 2 GFP+ MAC1+ %	T cell HTS	T cell HTS vesicle-bound %
CCOc1ccc(C(=O)Nc2cccc(-c3ccc(N4CCOCC4)nn3)c2)cc1OCC	i	0.6	i	50
Cc1ccc(S(=O)(=O)N2CC(C(=O)O)=CC[C@H]2c2ccc(Cl)cc2)cc1	i	1.7	i	26
O=C(CSc1nnc(-c2ccccc2)c(-c2ccccc2)n1)NCC1CCCO1 (centres undefined)	i	1.7	i	33
Cc1ccc(S(=O)(=O)NN=C2C3CC4CC(C3)CC2C4)cc1	i	0.5	i	49
CC(C)N(Cc1ccccc1)C(=O)CN1C(=O)NC2(CCCCCC2)C1=O	i	0.7	i	42
Cc1cc2nc3ccc(N(C)C)cc3nc2cc1N	i	1.1	i	58
O=C(CN1C(=O)NC2(CCCCCC2)C1=O)N1CCN(c2ccc(F)cc2)CC1	i	0.9	i	0
Cc1ccc(NS(=O)(=O)c2ccc3c(c2)OCCCO3)cc1S(=O)(=O)N1CCOCC1	i	0.7	i	11
CCN1CCN(S(=O)(=O)c2ccc(Cl)c(C(=O)NCCc3ccccc3)c2)CC1	i	0.3	i	31
CCC(C)c1ccccc1NC(=O)COc1ccc(-n2cnnn2)cc1 (centres undefined)	i	1.9	i	2
Nc1ccccc1OCCOc1ccccc1N	i	1.6	i	63
O=C(NNC(=O)c1csc(N2CCOCC2)n1)c1ccc(=O)[nH]c1	i	1.1	i	37
CC(NC(=O)CN(C)CC(=O)Nc1ccccc1Br)c1ccccc1 (centres undefined)	i	0.3	i	24
Cc1ccc(S(=O)(=O)N2[C@@H](c3ccccc3F)C(C(=O)O)=CC[C@H]2c2ccc3c(c2)OCO3)cc1	i	1.9	i	29
Cc1c(C(=O)NC2CC(=O)N(c3ccc4c(c3)OCCO4)C2)cccc1[N+](=O)[O-] (centres undefined)	i	0.9	i	37
CC(C)(C)c1cc(N2CCOCC2)n2ncc(-c3ccccc3)c2n1	i	0.5	i	36
CC(=O)Nc1ccc(S(=O)(=O)NC2CC(=O)N(c3ccc4c(c3)OCCO4)C2)cc1 (centres undefined)	i	1.2	i	20
Cc1ccc(S(=O)(=O)N2[C@@H](c3ccc(Br)cc3)C(C(=O)O)=CC[C@H]2c2cccs2)cc1	i	0.6	i	22
O=C(COC(=O)COc1ccccc1)Nc1ccc(Br)cc1F	i	1.6	i	11
Cc1ccc(S(=O)(=O)N2[C@@H](c3ccc(Cl)cc3)C(C(=O)O)=CC[C@H]2c2ccc(Cl)cc2)cc1	i	4.0	i	16
O=C(NC1CCC(=O)N(CCOc2ccccc2)CC1)OCc1ccccc1 (centres undefined)	i	1.7	i	28
COc1ccccc1NC(=O)C(=O)NCCC1CCCCN1S(=O)(=O)c1ccc(F)cc1 (centres undefined)	i	0.6	i	43
C[C@@H]1CN([C@@H](C)CO)C(=O)c2cccc(NC(=O)Nc3ccc(F)cc3)c2O[C@@H]1CN(C)Cc1ccc(Oc2ccccc2)cc1	i	0.0	i	14
O=C(CN1C(=O)C(=O)N(Cc2ccco2)C1=O)Nc1ccc(F)c(F)c1F	i	1.3	i	47
O=C(NC1CCCCC1)c1cccc2c1C(=O)c1ccc(-c3ccc(OC(F)(F)F)cc3)cc1S2(=O)=O	i	3.0	i	17
Cc1ccc(-c2cc(C(=O)Nc3ccccc3C(N)=O)c3ccccc3n2)o1	i	0.9	i	52
CC1Cc2ccccc2N1C(=O)COC(=O)Cc1ccc(F)cc1 (centres undefined)	i	0.7	i	45
O=C(c1cccs1)c1c[nH]cc1-c1ccccc1	i	1.9	i	41
Cn1c(Cc2cccs2)nnc1SCC(=O)Nc1ccc(C(N)=O)cc1	i	0.5	i	40
Cc1cccc(NC(=O)CN(CC2CCCO2)C(=O)c2cc(S(=O)(=O)N(C)C)ccc2F)c1C (centres undefined)	i	0.5	i	51
O=C1OC(CCl)CN1Cc1c(Cl)cccc1Cl (centres undefined)	i	0.3	i	29
CCc1ccccc1C1=CC(=O)C[C@H](c2ccc(OC)cc2)C1	i	0.6	i	16
CCN(C[C@H]1N[C@@](Cc2ccccc2)(C(=O)OC)[C@H]2C(=O)N(Cc3ccccc3)C(=O)[C@@H]12)S(=O)(=O)c1ccccc1	i	0.6	i	21
Cc1ccc2nc(SCC(=O)NC3CCCC3)nc(=O)n2c1	i	0.2	i	31
C=C1CCN([C@@H](Cc2ccccc2)C(=O)NCc2ccc(Cl)c(Cl)c2)S(=O)(=O)c2ccccc21	i	1.7	i	23
Cc1cc(C)c(OCCOCCN2CCCC2)c(C)c1	i	0.3	i	46
CC(C)CN(C(=O)CCC(=O)OC(C)C(=O)Nc1cccc(C#N)c1)c1c(N)n(CC(C)C)c(=O)[nH]c1=O (centres undefined)	i	0.4	i	27
NC(=S)NC(c1ccccc1)c1ccncc1 (centres undefined)	i	0.2	i	26
Cc1ccc(S(=O)(=O)CCC(=O)Nc2nnc(-c3ccco3)o2)cc1	i	1.4	i	48
COc1ccc(S(=O)(=O)N2CCN(C(=O)CN3C(=O)NC(C)(C)C3=O)CC2)cc1	i	0.6	i	41

Single records, from the list above.
Profile of `CC(C)CN(C(=O)CCC(=O)OC(C)C(=O)Nc1cccc(C#N)c1)c1c(N)n(CC(C)C)c(=O)[nH]c1=O` (centres undefined) = Myeloid diff 2: i; Myeloid diff 2 GFP+ MAC1+ %: 0.4; T cell HTS: i; T cell HTS vesicle-bound %: 27
Profile of `COc1ccc(S(=O)(=O)N2CCN(C(=O)CN3C(=O)NC(C)(C)C3=O)CC2)cc1` = Myeloid diff 2: i; Myeloid diff 2 GFP+ MAC1+ %: 0.6; T cell HTS: i; T cell HTS vesicle-bound %: 41

More compounds follow.
structure	Myeloid diff 2	Myeloid diff 2 GFP+ MAC1+ %	T cell HTS	T cell HTS vesicle-bound %
O=C(NCC(c1ccco1)N1CCCCC1)c1ccc([N+](=O)[O-])s1 (centres undefined)	+	1.4*	i	38
CCOC(=O)CCCCCC(=O)Nc1ccc2c(c1)CC(=O)N([C@@H](C)CO)C[C@H](C)[C@@H](CN(C)Cc1ccccc1)O2	i	1.2	i	56
CC(C)c1nc2oc3c(NCc4ccccn4)ncnc3c2c2c1COC(C)(C)C2	i	0.4	i	31
O=C(Nc1ccc(Br)cn1)c1cccc(S(=O)(=O)N2CCCC2)c1	i	1.5	i	48
Cc1c(C(=O)OCc2nnc(-c3ccccc3)o2)oc2ccccc12	?	·	i	39
C[C@H](CO)N1C[C@H](C)[C@@H](CN(C)CC2CCCCC2)Oc2c(NS(=O)(=O)c3ccccc3)cccc2C1=O	i	0.2	i	10
O=C(Cn1nnc(-c2ccccc2Cl)n1)Nc1cccc(S(=O)(=O)N2CCCC2)c1	i	1.1	i	32
O=C(OCc1cc(=O)n2ccsc2n1)c1ccccc1O	i	1.3	i	36

Five compounds picked at random from the list so far, as already listed:
structure	Myeloid diff 2	Myeloid diff 2 GFP+ MAC1+ %	T cell HTS	T cell HTS vesicle-bound %
O=C(NC1CCCCC1)c1cccc2c1C(=O)c1ccc(-c3ccc(OC(F)(F)F)cc3)cc1S2(=O)=O	i	3.0	i	17
Cc1ccc(S(=O)(=O)N2[C@@H](c3ccc(Cl)cc3)C(C(=O)O)=CC[C@H]2c2ccc(Cl)cc2)cc1	i	4.0	i	16
O=C(NCC(c1ccco1)N1CCCCC1)c1ccc([N+](=O)[O-])s1 (centres undefined)	+	1.4*	i	38
Cn1c(Cc2cccs2)nnc1SCC(=O)Nc1ccc(C(N)=O)cc1	i	0.5	i	40
CC(C)(C)c1cc(N2CCOCC2)n2ncc(-c3ccccc3)c2n1	i	0.5	i	36

(list continues)
structure	Myeloid diff 2	Myeloid diff 2 GFP+ MAC1+ %	T cell HTS	T cell HTS vesicle-bound %
O=C(NCCCN1CCOCC1)c1cc(-c2ccccc2)nc2ccccc12	i	0.6	i	21
COc1ccc(C)cc1-n1ccn(CC(=O)Nc2ccc(Br)cc2F)c(=O)c1=O	i	0.7	i	51
CN(CC(=O)Nc1cccc(F)c1)C(=O)c1ccc(OCc2ccccc2)cc1	i	1.8	i	32
CCOC(=O)Cc1csc(SCC(=O)Nc2nccs2)n1	i	0.6	i	38
Cc1ccc(NC(=O)CSc2nc(N)cc(=O)[nH]2)cc1S(=O)(=O)N1CCCCC1	i	0.5	i	39
O=C(CC1CC2CCC1C2)NC1CCCCCCC1 (centres undefined)	i	0.4	i	21
Cc1cccc(C)c1NC(=O)CSc1n[nH]c(=O)n1C1CC1	i	0.3	i	25
NC(=O)N/N=C/c1sc(N2CCCCC2)nc1-c1cccs1	i	0.5	i	58
COc1ccccc1NC(=O)COC(=O)C1CCCC1	i	0.4	i	53
C=CC[N+](C)(C)c1ccc(CCC(=O)CCc2ccc([N+](C)(C)CC=C)cc2)cc1	i	3.2	i	18
COCCn1c(SCC(=O)Nc2cccnc2Cl)nc2ccccc2c1=O	i	0.4	i	19
CC1CCCC(NC(=O)COC(=O)COc2ccc(C#N)cc2)C1C (centres undefined)	i	0.7	i	27
COc1c2ccc(OCC/C(C)=C/C(=O)C=C(C)C)cc2nc2occc12	i	2.2	i	11
Clc1ccc(CNCC2CCCO2)c(Cl)c1 (centres undefined)	i	0.5	i	34
COc1cc(OC)cc(-c2nnc(NC(=O)CCS(=O)(=O)c3ccc(F)cc3)o2)c1	i	0.7	i	9
CN(CC(=O)Nc1ccc(OC(F)(F)F)cc1)C(=O)Cc1cccs1	i	0.5	i	33
Cc1ccc(S(=O)(=O)N2CCCCC2)cc1NC(=O)COC(=O)C1(C)CC1(Cl)Cl (centres undefined)	i	1.2	i	35
CCOC(=O)c1ccccc1NC(=O)COC(=O)C1CCCC1	i	0.6	i	16
CC1(NC(=O)CSc2nnc(-c3ccco3)n2Cc2ccccc2)CCS(=O)(=O)C1 (centres undefined)	i	2.1	i	70
NC(=O)c1cc([N+](=O)[O-])c(Cl)cc1NCc1ccccn1	i	2.4	i	44
CC(C)(NC(=O)NC(CO)c1ccccc1)c1cccc(C(C)(C)NC(=O)NC(CO)c2ccccc2)c1 (centres undefined)	i	1.6	i	41
CN(CC(=O)Nc1cccc(F)c1)CC(=O)N(C)c1c(N)n(Cc2ccccc2)c(=O)[nH]c1=O	i	1.1	i	19
C[C@H]1COC(=O)[C@@H](CC(=O)OC(C)(C)C)C/C=C\C[C@@H](CC(=O)N[C@H](CO)Cc2ccccc2)C(=O)N1	i	0.7	i	44
C=CCOc1ccc(/C=C/C(=O)OCC(=O)Nc2c(C)n(C)n(-c3ccccc3)c2=O)cc1	i	1.7	i	16
O=C(COC(=O)COc1ccc(Br)cc1)NCc1ccc2c(c1)OCO2	i	0.4	i	38
C#CCOCCOCCOCCNc1nc(N2CCN(C(=O)CCCCCCCCCCNC(=O)[C@H](CCCCN)n3cc(C)nn3)CC2)nc(N2CCN(C(=O)CCCCCCCCCCNC(=O)[C@@H]([C@H](C)CC)n3cc(CCCCCN)nn3)CC2)n1	i	4.0	i	42
COc1ccc(C(=O)COC(=O)c2sc(C)nc2C)cc1OC	i	0.9	i	47
C=CCn1c(SC(C)C(=O)Nc2ccc(Cl)cn2)nnc1C1CC1 (centres undefined)	i	0.7	i	18
CCCn1c(C)cc(/C=C(\C#N)C(=O)OCC(=O)N(C)c2c(N)n(Cc3ccccc3)c(=O)[nH]c2=O)c1C	i	0.9	i	55
O=C(COC(=O)c1ccc(O)cc1)Nc1cc(S(=O)(=O)N2CCOCC2)ccc1Cl	i	0.5	i	10
O=C(CN1CCN(CC(=O)Nc2ccc(F)cc2)CC1)NCC1(N2CCOCC2)CCCCC1	i	0.3	i	25
